High-throughput results deposited in PubChem by National Center for Advancing Translational Sciences (NCATS).
D2 ag: agonists of human D2 dopamine receptor | P14416 | HEK293 T-REx D2 cells, calcium flux agonist mode | activation, % at 2 µM | 0.53% of 340,000 active | AID 485358;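 active = activation over 3 SD above normal in the single-dose calcium agonist read, cut at about 30% in these data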; note: 0% is about no effect
Target sequence (P14416 whole entry, looked up): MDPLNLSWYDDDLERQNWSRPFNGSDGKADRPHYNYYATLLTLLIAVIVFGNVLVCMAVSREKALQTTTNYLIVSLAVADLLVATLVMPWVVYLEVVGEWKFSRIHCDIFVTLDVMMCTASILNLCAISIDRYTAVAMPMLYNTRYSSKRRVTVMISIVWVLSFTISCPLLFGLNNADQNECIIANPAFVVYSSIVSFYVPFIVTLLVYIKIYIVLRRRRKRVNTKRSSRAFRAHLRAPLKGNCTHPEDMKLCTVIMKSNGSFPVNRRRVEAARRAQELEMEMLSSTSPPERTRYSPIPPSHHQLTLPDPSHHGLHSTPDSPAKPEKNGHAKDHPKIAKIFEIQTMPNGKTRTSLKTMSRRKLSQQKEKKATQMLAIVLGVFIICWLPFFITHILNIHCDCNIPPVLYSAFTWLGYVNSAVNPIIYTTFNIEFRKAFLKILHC
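In this primary screen, compounds producing a positive calcium signal within 180 s of addition to tetracycline-induced, force-coupled HEK293 Trex D2 cells are flagged; cells are dye-loaded with a no-wash calcium kit beforehand.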
TRHR PAM: allosteric enhancers of human TRH receptor; TRHR cells, fluo-8 calcium fluorescence, EC20 TRH enhancement; enhancement, % at 2 µM; 0.66% of 360,000 active; AID 493056; in the data active = enhancement above about 30%; note: 0% is about no effect
Target sequence (P34981 whole entry, looked up): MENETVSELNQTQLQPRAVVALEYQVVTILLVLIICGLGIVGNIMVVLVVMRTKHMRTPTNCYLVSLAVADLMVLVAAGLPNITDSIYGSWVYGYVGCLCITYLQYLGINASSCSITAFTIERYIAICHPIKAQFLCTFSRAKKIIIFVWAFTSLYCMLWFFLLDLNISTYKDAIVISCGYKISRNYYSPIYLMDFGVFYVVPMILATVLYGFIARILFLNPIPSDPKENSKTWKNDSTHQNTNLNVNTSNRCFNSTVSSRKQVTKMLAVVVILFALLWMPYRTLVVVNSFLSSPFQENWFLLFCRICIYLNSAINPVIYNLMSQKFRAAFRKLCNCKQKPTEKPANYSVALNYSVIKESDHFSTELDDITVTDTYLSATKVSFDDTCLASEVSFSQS
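TRHR-expressing cells loaded with fluo-8 calcium dye were read kinetically (ex 480/em 530) during compound addition, then stimulated with an EC20 of TRH (10 nM final). Enhancement of the Gq-mediated intracellular calcium response was scored.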
D1 PAM: human D1 dopamine receptor positive modulation | HEK293 TREx D1 cells, calcium flux, dopamine EC20 potentiation | potentiation, % at 10 µM | 0.036% of 360,000 active; in the data active = potentiation above about 30%; note: 0% is about no effect
D2 antagonist: D2 dopamine receptor (human) antagonism; AID 485344; 2% of 340,000 active; P14416; HEK293 TREx D2 cells, calcium flux, dopamine EC80; inhibition, % at 10 µM; in the data active = inhibition above about 30%; note: 0% is about no effect
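Antagonism is scored as inhibition of an EC80 dopamine-evoked calcium signal in a force-coupled, tetracycline-inducible HEK293 T-REx D2 line, with compound present 180 s before agonist.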
D1 ag: activates the human D1 dopamine receptor. P21728. HEK293 T-REx D1 cells, calcium flux, agonist mode. activation, % at 2 µM. 1% of 360,000 active; note: 0% is about no effect
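Inducible HEK293 T-REx D1 cells, force-coupled to calcium signalling, were plated at 4000 cells/well with tetracycline and held overnight at 30 C. After no-wash calcium dye loading, compound-evoked calcium rise over 180 s flagged agonists.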
TRHR ag: activates the human TRH receptor; TRHR cells, calcium flux fluo-8, FDSS agonist mode; AID 493084; 0.18% of 360,000 active; activation, % at 2 µM; P34981; note: 0% is about no effect
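Fluo-8-loaded TRHR cells; 10 s baseline, compound added, kinetic Ca2+ fluorescence read 1/s, agonist mode.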
D1 antagonist: antagonists of human D1 dopamine receptor | activity change, negative = inhibition, % at 10 µM | P21728 | AID 504652 | 3.2% of 360,000 active | HEK293 TREx D1 cells, calcium flux, dopamine EC80; stronger effect = lower value; in the data active = activity change below about -30%; note: % is set by controls: 0 for no effect and ±100 for the full control effect
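Compound effects on dopamine-evoked calcium signalling were measured in tetracycline-induced HEK293 Trex D1 cells. Dopamine at EC80 followed a 180 s compound pre-read, and fluorescence was tracked kinetically for 180 s more.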
D2 PAM: positive allosteric modulators of human D2 dopamine receptor; P14416; HEK293 T-REx D2, calcium flux, EC20 dopamine potentiation; potentiation, % at 10 µM; 0.34% of 340,000 active;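 active = potentiation over 3 SD above the plate norm, cut at about 30% in these data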; note: 0% is about no effect
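Tetracycline-induced HEK293 T-REx cells force-coupled to calcium signalling expressed D2; compounds were pin-added after a 10 s baseline, read kinetically 180 s, then an EC20 dopamine challenge followed with a further 180 s calcium read.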
RXFP1 antag: antagonists of human relaxin receptor RXFP1; Q9HBX9; HEK293-RXFP1, relaxin-stimulated cAMP HTRF, 30 min; stronger effect = lower value; activity change, negative = inhibition, % at 57.5 µM; 0.59% of 350,000 active; AID 1259400;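 active = activity change of -60% or lower, but not beyond a set lower limit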; note: % is set by controls: 0 for no effect and ±100 for the full control effect
Starred values were filed as active, the others as inactive; . = not tested or not shown; & = joins results of further samples. Cut-off read from the data, not from the text of the source, unless noted: active = activation above about 30%; inactive = the rest.

#1 COc1ccc(C2=C(C(C)=O)Sc3nnc(-c4ccc(C)cc4)n3N2C(C)=O)cc1OC
#2 Oc1cccc2ccc(/C=C/c3cccs3)nc12
#3 COc1ccccc1C(=O)Nc1cccc(OCc2cc(=O)n3c(C)csc3n2)c1
#4 COc1cc(OC)cc(C(=O)NCc2ccc(-n3cccc3)cc2)c1
#5 O=C(c1cccnc1)N1CCN(C(=O)c2cccc(Cl)c2)CC1
#6 CC1CCCN(C(=O)CSCC(=O)N=c2sc3ccccc3n2C)C1 (stereo not drawn)
#7 C=CCc1ccccc1OCC(O)CN1CCN(c2ccccc2OC)CC1 (stereo not drawn)
#8 N#Cc1cnn(-c2ccccc2)c1NC(=O)c1ccccc1F

assay / compound	1	2	3	4	5	6	7	8
D2 ag	0.7	-2.1	-0.5	0.0	-0.1	0.3	1.2	0.2
TRHR PAM	-1	2	3	-8	0	2	5	-3
D1 PAM	-4	-1	-2	-9	-1	-3	-8	1
D2 antagonist	.	-16	.	6	-5	14	-7	14
D1 ag	0	1	4	2	1	0	16	3
TRHR ag	0.4	-0.9	-0.2	-0.4	0.2	-1.2	0.5	1.7
D1 antagonist	.	11	-6	9	17	-6	-43*	22
D2 PAM	12	-4	3	-8	2	4	-27	80*
RXFP1 antag	-25	1	.	9	0	-2	-5&0	0

#9 CSc1ccc(/C=N/NC(=O)c2ccccc2Cl)cc1
#10 O=C(Nc1ccccc1)c1cc(S(=O)(=O)NCc2ccncc2)ccc1Cl
#11 COC(=O)c1cc(-c2cccc(OC)c2)on1
#12 Cn1cc(CN2CCN(CCc3ccccc3)C(CCO)C2)cn1 (stereo not drawn)
#13 O=[N+]([O-])c1cccc(S(=O)(=O)N2CCN(c3ccccn3)CC2)c1
#14 COc1ccc(NC(=O)c2ccc3oc(=O)c(S(=O)(=O)c4ccc(F)cc4)cc3c2)cc1OC
#15 Cc1ccc(-c2cn3c(n2)sc2cc(C(=O)NC4CCCCCC4)ccc23)cc1
#16 O=C1C=C(Nc2ccc(Cl)cc2Cl)CC(c2ccco2)C1 (stereo not drawn)

assay / compound	9	10	11	12	13	14	15	16
D2 ag	1.7	1.0	-1.2	.	-0.4	1.0	1.5	-0.8
TRHR PAM	4	-2	-1	0	-4	4	-1	7
D1 PAM	-5	-5	5	-4	-4	-3	-3	-2
D2 antagonist	19	5	-2	.	-2	.	.	20
D1 ag	-2	4	0	1	2	0	1	1
TRHR ag	-0.8	0.0	-0.3	1.5	0.4	-0.1	0.2	-1.3
D1 antagonist	.	-32*	15	4	13	5	-1	-14
D2 PAM	-12	-3	5	.	0	0	6	-26
RXFP1 antag	-5	-11	-6	-3	8	.	-7	-32

#17 CCOC(=O)CSC1=C(C#N)C(c2ccccc2OC)CC(=O)N1 (stereo not drawn)
#18 Cc1nn(-c2ccccc2)c2nc(C(F)(F)F)[nH]c(=O)c12
#19 O=C1NC(=O)/C(=C/c2ccco2)N1
#20 O=C(NNC1=NCCN1Cc1ccccc1)c1cccc(C(F)(F)F)c1
#21 Cc1noc(C)c1COc1ccc(C(=O)OCC(=O)Nc2cccc(S(=O)(=O)N3CCOCC3)c2)cc1
#22 COc1ccc(NS(=O)(=O)c2ccc(C)c(C(=O)NCC(c3cccs3)N3CCOCC3)c2)cc1 (stereo not drawn)
#23 COc1ccc(CCN(C)C2CCCN(C(=O)CCC(F)(F)F)C2)cc1OC (stereo not drawn)
#24 CS(=O)(=O)c1ccc(Cl)c(NC(=O)c2cccc(-n3cnnn3)c2)c1

assay / compound	17	18	19	20	21	22	23	24
D2 ag	0.2	0.4	-1.1	0.4	0.6	.	0.1	-0.5
TRHR PAM	3	13	-1	-2	3	-8	-2	-6
D1 PAM	-2	-3	0	3	-4	-5	-3	4
D2 antagonist	-13	3	2	22	1	.	3	19
D1 ag	2	0	-1	3	2	7	2	3
TRHR ag	-0.4	0.7	-0.3	-1.2	0.3	0.0	-0.3	-0.2
D1 antagonist	-15	-5	5	0	-16	22	-20	8
D2 PAM	7	-1	-6	-20	1	12	-15	2
RXFP1 antag	.	-15	.	-14	1	3	1	-3

#25 CC1CCN(S(=O)(=O)N2CCCC(C(=O)NCc3ccccc3Cl)C2)CC1 (stereo not drawn)
#26 Cc1ccc(-n2c(SCC(=O)Nc3ccc4c(c3)OCCO4)nc3c([nH]c4ccccc43)c2=O)cc1
#27 CCOC(=O)/C=c1\s/c(=C\c2ccc3c(c2)OCCO3)c(=O)n1CC(=O)NCC1CCCO1 (stereo not drawn)
#28 CC(=O)c1ccc(OCc2cc(C(=O)N(C)Cc3ncc(C)[nH]3)no2)cc1
#29 O=C1N=c2ccc(Br)cc2=C1c1sc(=S)n(NS(=O)(=O)c2ccccc2)c1O
#30 Oc1ccc(C[C@H]2CNCCN2CCCCC2CCCCC2)cc1
#31 Cc1cc(C)cc(N(CC(=O)NCc2ccc(F)cc2)C(=O)c2snc(C(N)=O)c2N)c1
#32 COC(=O)C(C(=O)Nc1ccc(OC)cc1)C1CCCCCC1 (stereo not drawn)

assay / compound	25	26	27	28	29	30	31	32
D2 ag	0.4	0.8	0.2	-0.9	-0.7	1.5	1.6	0.6
TRHR PAM	0	-3	-1	1	2	6	20	3
D1 PAM	-7	-6	8	-2	2	-2	3	0
D2 antagonist	-7	.	55*	-3	11	3	-19	-2
D1 ag	0	1	0	1	2	33*	3	2
TRHR ag	0.4	-0.3	0.3	0.4	-0.4	0.9	0.4	-0.1
D1 antagonist	-8	-7	6	-4	-18	10	-4	1
D2 PAM	-3	12	-4	2	-7	-12	11	2
RXFP1 antag	-1	5	5	5	3	.	-15	-28

#33 Cc1ccc(-n2c(SCC(=O)Nc3cccc(S(=O)(=O)NC4=NCCCCC4)c3)nc3ccccc3c2=O)cc1C
#34 C=CCNC(=O)/C(C#N)=C/c1ccc(C(=O)O)cc1
#35 CS(=O)(=O)N(CC(=O)NCCSCc1ccco1)c1ccc(Cl)cc1
#36 COC(=O)c1ccc(Sc2ccc(C)cc2)c(N)c1
#37 CCc1ccc(S(=O)(=O)N2CCN(c3ccc(Cl)c(Cl)c3)CC2)cc1
#38 COC(=O)C(NC(=O)c1ccco1)(Nc1nc(C)cs1)C(F)(F)F (stereo not drawn)
#39 COC(=O)c1ccc(N)c(CS(=O)(=O)c2ccc(Cl)cc2)c1
#40 CSCCC(NC(=O)COc1ccccc1)C(=O)OCCOc1ccc(Br)cc1 (stereo not drawn)

assay / compound	33	34	35	36	37	38	39	40
D2 ag	-0.4	1.9	0.0	0.1	-1.3	-0.3	.	-0.4
TRHR PAM	12	-2	1	-4	14	-4	-3	4
D1 PAM	-5	4	2	-11	-3	4	-3	-3
D2 antagonist	-6	3	5	-3	.	-7	.	4
D1 ag	11	4	3	10	4	2	0	31*
TRHR ag	1.0	0.4	0.3	-0.8	-4.4	0.1	-1.0	-1.0
D1 antagonist	-13	2	-3	-36*	-12	10	-4	-10
D2 PAM	0	9	15	-6	8	-8	.	13
RXFP1 antag	-3	7	0	-7	.	7	17	-4

#41 O=C(NCc1ccccc1)c1cncc(Br)c1
#42 CCOc1ccc(-n2c(CCC(=O)O)ccc2-c2ccc(Br)cc2)cc1
#43 COc1ccc(S(=O)(=O)CCC(=O)N(C)c2ccc(OC)cc2OC)cc1
#44 Cc1ccc(NC(=O)CSc2nnc(-c3ccccn3)n2N)c(Br)c1
#45 CC(=O)N1CCc2cc(S(=O)(=O)CCC(=O)N(C)Cc3ccco3)ccc21
#46 COc1cccc(C2C3=C(CC(C)(C)CC3=O)Nc3n[nH]c(C)c32)c1 (stereo not drawn)
#47 COc1ccccc1C1C=C(c2ccc(C)cc2)Nc2nnnn21 (stereo not drawn)
#48 COc1cc(OC)cc(-c2nnc(SCC(=O)NCc3cccs3)o2)c1

assay / compound	41	42	43	44	45	46	47	48
D2 ag	-0.5	10	0.3	-0.1	-0.7	11	.	-0.5
TRHR PAM	0	33*	-3	0	-3	2	-2	10
D1 PAM	-9	1	5	-1	4	-2	0	0
D2 antagonist	-6	.	-1	-1	4	-8	.	7
D1 ag	4	6	-1	1	2	2	0	5
TRHR ag	-0.1	-0.1	-0.6	-0.7	0.2	0.3	0.8	-3.2
D1 antagonist	-11	-7	-9	9	4	-3	7	-2
D2 PAM	-4	-4	4	5	0	31*	.	3
RXFP1 antag	-11	-3	-12	1	-5	5	7	-4

#49 CCOc1ccc(N(CC(=O)NCCSCc2ccco2)S(=O)(=O)c2ccc(F)cc2)cc1
#50 Cc1ccc(NC(=O)CSc2nnc(-c3cc4occc4n3C)n2-c2ccccc2C)cc1F
#51 COc1ccc(NC(=O)N2CCCC2C(=O)NC23CC4CC(CC(C4)C2)C3)cc1 (stereo not drawn)
#52 O=[N+]([O-])c1cc(S(=O)(=O)Nc2cccc(Cl)c2)ccc1N=Nc1c(O)[nH]c2ccccc12
#53 CN1CCN(C(=O)Cn2ncc3c4ccccc4n(Cc4ccc(Cl)cc4)c3c2=O)CC1
#54 COc1ccc(S(=O)(=O)N2CCOC23CCN(S(C)(=O)=O)CC3)cc1
#55 CCc1c(C)nc2c(OC)cccc2c1Cl

assay / compound	49	50	51	52	53	54	55
D2 ag	-1.4	.	.	0.7	-0.8	-0.1	0.2
TRHR PAM	-1	12	-4	-10	2	-2	-2
D1 PAM	-3	-1	-4	-2	-2	-7	-1
D2 antagonist	-7	.	.	-1	.	9	23
D1 ag	7	0	1	3	7	4	0
TRHR ag	0.6	0.6	0.5	0.1	0.7	0.2	-0.5
D1 antagonist	-1	-5	8	-14	6	30	13
D2 PAM	7	-5	.	-2	9	5	9
RXFP1 antag	0	-19	7	-25	-9	-3	-4

An excerpt from above in order of length of the SMILES, low to high.
#55 CCc1c(C)nc2c(OC)cccc2c1Cl
#47 COc1ccccc1C1C=C(c2ccc(C)cc2)Nc2nnnn21 (stereo not drawn)
#48 COc1cc(OC)cc(-c2nnc(SCC(=O)NCc3cccs3)o2)c1
#54 COc1ccc(S(=O)(=O)N2CCOC23CCN(S(C)(=O)=O)CC3)cc1
#46 COc1cccc(C2C3=C(CC(C)(C)CC3=O)Nc3n[nH]c(C)c32)c1 (stereo not drawn)
#45 CC(=O)N1CCc2cc(S(=O)(=O)CCC(=O)N(C)Cc3ccco3)ccc21
#49 CCOc1ccc(N(CC(=O)NCCSCc2ccco2)S(=O)(=O)c2ccc(F)cc2)cc1
#52 O=[N+]([O-])c1cc(S(=O)(=O)Nc2cccc(Cl)c2)ccc1N=Nc1c(O)[nH]c2ccccc12

assay / compound	55	47	48	54	46	45	49	52
D2 ag	0.2	.	-0.5	-0.1	11	-0.7	-1.4	0.7
TRHR PAM	-2	-2	10	-2	2	-3	-1	-10
D1 PAM	-1	0	0	-7	-2	4	-3	-2
D2 antagonist	23	.	7	9	-8	4	-7	-1
D1 ag	0	0	5	4	2	2	7	3
TRHR ag	-0.5	0.8	-3.2	0.2	0.3	0.2	0.6	0.1
D1 antagonist	13	7	-2	30	-3	4	-1	-14
D2 PAM	9	.	3	5	31*	0	7	-2
RXFP1 antag	-4	7	-4	-3	5	-5	0	-25
